# Apoferritin bind = qHTS Assay for Identification of Novel General Anesthetics | Potency, µM (highest dose often 77.5 µM), inactives show top-dose activity change, negative = displacement, hits mostly inhibitors | apoferritin/1-aminoanthracene competitive binding, fluorescence | 350,000 tested, 0.074% active | AID 485281, 2010; also: potency is read from the fitted curve at half-maximal effect; % is scaled to controls: 0 for no effect and ±100 for the full control effect; nearly all actives have a fitted effect of over 20% in size
#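 10 uM apoferritin + 50% sat. 1-AMA, PBS; cpd 10 min RT; Ex380/Em535 endpoint; normalized to free probe vs complex; 4-param Hill fit; propofol titration as pos. ctrl.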
# Pol beta inh = qHTS Assay for Inhibitors of DNA Polymerase Beta | Potency, µM (doses to about 114 µM), for inactives: at the top dose activity change, negative = inhibition, hits mostly inhibitors | Pol beta primer extension/strand displacement, fluorescence kinetic | P06746 | 340,000 tested, 1.3% active | AID 485314, 2010; also: potency is read from the fitted curve at half-maximal effect; % is scaled to controls: 0 for no effect and ±100 for the full control effect
#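 Preincubation: enzyme (10 nM) with compound, 15 min, RT. Reaction: substrate added to 50 nM final. Reads: 0 and 10 min. Analysis: normalized, Hill fit.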
# RXFP1 antagonist = qHTS Assay for Antagonists of the Relaxin Receptor RXFP1; Relaxin receptor 1 (Homo sapiens), Q9HBX9; activity change, negative = inhibition, % at 57.5 µM; HEK293-RXFP1, relaxin-stimulated cAMP HTRF, 30 min; active compounds read low; AID 1259400, 2018; 350,000 tested, 0.59% active;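 active = activity change of -60% or lower, but not beyond a set lower limit; inconclusive = change between -60% and -40%, or beyond the set limit; inactive = change above -40%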; also: % is scaled to controls: 0 for no effect and ±100 for the full control effect
# APE1 inh = qHTS Assay for Inhibitors of the Human Apurinic/apyrimidinic Endonuclease 1 (APE1) | AID 2517, 2012 | Potency, µM (doses to about 65.8 µM), for inactives: top-dose activity change, negative = inhibition, usual class: inhibitors | DNA repair nuclease/redox regulator APEX1 (Homo sapiens), P27695 | 350,000 tested, 0.35% active | recombinant APE1, TAMRA/BHQ-2 abasic DNA cleavage fluorescence;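 also: potency is read from the fitted curve at half-maximal effect; plate controls were vehicle for no effect and reference inhibitor for full effect; nearly all actives have a fitted effect of over 55% in size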
#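 Kinetic fluorescence read (525 ex/598 em nm, three reads 60 s apart) of AP-site incision; signal = third minus first read. Enzyme 0.75 nM, dual-labelled THF duplex 50 nM, compound preincubation 15 min RT.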
# Tb PGK inh = qHTS Assay to Find Inhibitors of Phosphoglycerate Kinase. 380,000 tested, 0.043% active. Phosphoglycerate kinase, glycosomal (Trypanosoma brucei brucei), P07378. Potency, µM (doses to about 57.5 µM), for inactives: top-dose activity change, negative = inhibition, usual class: inhibitors. PGK/GAPDH coupled, Kinase-Glo luminescence, 60 min; also: potency is read from the fitted curve at half-maximal effect; % is scaled to controls: 0 for no effect and ±100 for the full control effect; nearly all actives have a fitted effect of over 60% in size
#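 Recombinant glycosomal PGK reaction used 1,3-bisphosphoglycerate generated in-well by GAPDH (100nM final) in 100mM TEA pH 7.6, 5mM MgCl2, 0.01% Tween-20. After 60 minutes at room temperature, ATP was read by Kinase-Glo Plus luminescence end-point.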
# Pol kappa inh = qHTS for Inhibitors of Polymerase Kappa; DNA polymerase kappa (Homo sapiens), Q9UBT6; purified Pol kappa, fluorescent DNA synthesis assay, 10 min; Potency, µM (highest dose often 107 µM), for the others: at the highest dose activity, negative = inhibition, usual class: inhibitors; 400,000 tested, 0.53% active; also: potency is read from the fitted curve at half-maximal effect; % is scaled to controls: 0 for no effect and ±100 for the full control effect
#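 Activity was followed as the change in fluorescence between reads at 0 and 10 min after starting the reaction with 50 nM substrate. Beforehand, 10 nM polymerase had been preincubated with compound for 15 min at room temperature.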
# Pol eta inh = qHTS for Inhibitors of Polymerase Eta; DNA polymerase eta (Homo sapiens), Q9Y253; Potency, µM (series often up to 114 µM), for inactives: at the top dose activity change, negative = inhibition, actives largely listed as inhibitors; 390,000 tested, 1.2% active; recombinant Pol eta, fluorescent DNA replication assay; AID 588591, 2011; also: potency is read from the fitted curve at half-maximal effect; % is scaled to controls: 0 for no effect and ±100 for the full control effect
#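 Fluorescent replication assay: 50 nM final substrate added after a 15 min room-temperature compound preincubation with 10 nM enzyme. Signal taken at 0 min and again at 10 min.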
# POLI inh = qHTS for Inhibitors of Polymerase Iota; 390,000 tested, 1% active; Potency, µM (series often up to 115 µM), for inactives: top-dose activity, negative = inhibition, usual class: inhibitors; AID 588590, 2011; Pol iota fluorescent replication assay, 10 min; also: potency is read from the fitted curve at half-maximal effect
#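 Fluorescent replication assay read twice, at 0 min and 10 min after adding 50 nM (final) substrate. Enzyme (10 nM) and compounds were first incubated 15 min at room temperature; enzyme-free buffer wells were negative controls.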
# BLM inh = qHTS Assay for Inhibitors of Bloom's syndrome helicase (BLM); recombinant BLM DNA unwinding, fluorescence dequenching; Potency, µM (top dose mostly 56.1 µM), for inactives: at the top dose activity change, negative = inhibition, most hits filed as inhibitors; 350,000 tested, 0.2% active; AID 2528, 2010;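 also: potency is read from the fitted curve at half-maximal effect; plate controls were vehicle for no effect and no enzyme for full effect; nearly all actives have a fitted effect of over 35% in size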
# Target sequence (P54132 whole entry, looked up): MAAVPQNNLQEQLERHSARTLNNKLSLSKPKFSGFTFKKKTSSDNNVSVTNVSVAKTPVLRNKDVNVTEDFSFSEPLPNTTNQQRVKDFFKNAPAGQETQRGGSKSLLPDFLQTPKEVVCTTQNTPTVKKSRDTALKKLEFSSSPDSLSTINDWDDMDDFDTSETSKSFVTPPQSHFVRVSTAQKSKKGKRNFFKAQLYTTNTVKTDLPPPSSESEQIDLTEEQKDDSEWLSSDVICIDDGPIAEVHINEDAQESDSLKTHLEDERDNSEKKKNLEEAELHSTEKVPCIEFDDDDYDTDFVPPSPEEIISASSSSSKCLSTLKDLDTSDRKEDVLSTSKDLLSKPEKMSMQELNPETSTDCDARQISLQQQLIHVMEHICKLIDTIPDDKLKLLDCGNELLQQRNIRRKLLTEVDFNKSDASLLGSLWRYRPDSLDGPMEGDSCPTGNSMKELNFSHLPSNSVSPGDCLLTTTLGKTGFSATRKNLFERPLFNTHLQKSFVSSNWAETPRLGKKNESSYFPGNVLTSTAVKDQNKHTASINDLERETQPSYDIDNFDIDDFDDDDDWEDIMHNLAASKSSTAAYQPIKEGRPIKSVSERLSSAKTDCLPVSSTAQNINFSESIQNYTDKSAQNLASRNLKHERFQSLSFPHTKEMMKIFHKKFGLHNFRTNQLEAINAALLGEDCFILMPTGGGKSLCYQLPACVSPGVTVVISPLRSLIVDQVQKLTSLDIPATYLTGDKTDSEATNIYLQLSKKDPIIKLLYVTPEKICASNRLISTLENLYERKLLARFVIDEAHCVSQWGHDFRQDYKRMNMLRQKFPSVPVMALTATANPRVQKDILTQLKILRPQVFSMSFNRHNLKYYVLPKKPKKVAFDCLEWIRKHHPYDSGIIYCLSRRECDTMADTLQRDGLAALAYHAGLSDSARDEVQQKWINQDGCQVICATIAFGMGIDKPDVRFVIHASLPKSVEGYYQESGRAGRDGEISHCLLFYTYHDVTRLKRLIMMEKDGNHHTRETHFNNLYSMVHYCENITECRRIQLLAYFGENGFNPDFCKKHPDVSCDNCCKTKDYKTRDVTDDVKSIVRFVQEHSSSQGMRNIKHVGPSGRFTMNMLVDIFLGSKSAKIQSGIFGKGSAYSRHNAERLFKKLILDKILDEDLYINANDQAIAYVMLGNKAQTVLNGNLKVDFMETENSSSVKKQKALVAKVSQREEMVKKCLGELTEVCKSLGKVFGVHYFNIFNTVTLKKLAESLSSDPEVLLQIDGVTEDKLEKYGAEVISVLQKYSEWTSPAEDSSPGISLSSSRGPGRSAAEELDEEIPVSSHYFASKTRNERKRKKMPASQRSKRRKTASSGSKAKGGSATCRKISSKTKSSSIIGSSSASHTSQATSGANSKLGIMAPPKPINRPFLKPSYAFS
# The depositor's hits bear a star; i = inactive; ? = inconclusive; · = not tested or not shown; & = joins results of further samples; [ ] = dose if it differs, or a comment. Unless noted, calls follow the shape of the dose curve; as a rule, active = well fitted curve in the direction sought with a large enough effect; inconclusive = small, poorly fitted or top-dose-only effect, or another doubt; inactive = no such curve, though single readings can be large; an effect the other way counts as inactive or inconclusive. These rows are one share of the data. The share of hits here may be higher or lower than overall.
SMILES	Apoferritin bind	Pol beta inh	RXFP1 antagonist	APE1 inh	Tb PGK inh	Pol kappa inh	Pol eta inh	POLI inh	BLM inh
CC(C)CCNC(=O)C(=O)NCc1ccccc1	5%	-6%	6	-1%	-12%	9%	-7%	15%	-4%
Cc1ccc(-n2[nH]c(C)c(C=NCc3ccncc3)c2=O)cc1	-3%	0%	-4	12%	-3%	8%	-6%	32%	-6%
COc1ccc(N(C)C(=O)C2CCN(S(=O)(=O)c3cccc4nsnc34)CC2)cc1	-7%	30%	15	24%	-5%	-4%	-9%	0%	1%
CN1CCN(c2cc(=O)n(C3CCCCC3)c(=O)[nH]2)CC1	3%	3%	10	0%	8%	-8%	-8%	-10%	-1%
CCOc1ccc(NS(=O)(=O)c2ccc3[nH]c(=O)cc(C(=O)O)c3c2)cc1	-4%	-1%	-4	-8%	-2%	-5%	-9%	?	1%
Cc1ccc(SCc2cc(=O)n3[nH]cnc3n2)cc1	-13%	-8%	6	-3%	1%	5%	7%	8%	-6%
CC(=O)c1cccc(NC(=O)Nc2ccc3c(c2)N(C)C(=O)CS3)c1	5%	-4%	-72*	2%	·	-19%	-25%	15%	-6%
Nc1c(-c2ccccc2)c(CSc2nc3ccccc3[nH]2)nn1-c1ccc(Cl)cc1	48%[activator]	9%	25	5%	-11%	-11%	-23%	4%	-11%
CCN1C(=O)CC(C(=O)Nc2ccc(F)cc2)SC1=Nc1cccc(OC)c1 (stereo not given)	?	0%	-2	?	-1%	-18%	-19%	-11%	-11%
Fc1ccc(N2C(=S)SC(=Nc3ccccc3)C2=Nc2ccccc2)cc1	·	·	-4	·	1%	-7%	-11%	10%	·
COC(=O)c1cc(S(=O)(=O)NCC2CCN(Cc3ccc(F)cc3)CC2)c[nH]1	-2%&-6%	11%&-1%	-16	12%	-1%&-8%	-28%&22%	10%&-3%	16%&-1%	-1%&-2%
Cn1c(-c2ccccc2)c(C(=O)CC#N)c2ccccc21	?	38%	-1	-9%	-2%	-1%	3%	11%	-3%
c1ccc2cc(CCCc3cc4ccccc4cn3)ncc2c1	·	·	·	-4%	-3%	1%	-5%	41%[activator]	·
COc1cc(C(F)(F)F)c(C(=O)N(C)Cc2cc(Cl)cc(Cl)c2)cn1	-8%	26%	-12	15%	-1%	-1%	-18%	-10%	-6%
O=C(NCCN1CCCC1=O)C1CCC(=O)N(CCc2ccc(Cl)cc2)C1 (stereo not given)	-5%	34%	1	-4%	0%	0%	-3%	5%	-2%
N#Cc1nc(-c2ccc(COc3ccc(Cl)cc3)o2)oc1N1CCCCC1	166%[activator]	?	-7	·	-1%	-9%	-25%	28%	-6%
CCOc1ccc(-c2nnc(-c3ccncc3)o2)cc1OCC	-2%	5%	3	-9%	3%	0%	6%	24%	-7%
CCC(=O)Nc1ccc2c(c1)ncn2-c1ccccc1	-9%	18%	11	?	5%	-6%	-14%	13%	-8%
CCN(CC)c1ccc(NC(=O)CSc2nc3nc(C)cc(C)c3c(=O)[nH]2)cc1	·	·	-4	1%	-5%	1%	-10%	9%	·
NC(=O)CSc1nc2sc(-c3ccccc3)cc2c(=O)n1N	-6%	0%	·	-2%	-1%	-15%	-9%	3%	-3%
Nc1cc2nc[nH]c2cc1N	-10%	-3%	-9	-7%	-7%	-16%	-26%	28%	?
CCc1nnc(SCC(=O)Nc2cccc(C(F)(F)F)c2)c2cc3oc(C)cc3n12	-6%	-8%	-10	·	6%	-8%	-19%	2%	1%
O=C(CSc1nnc(Cc2cc(=O)[nH]c(=O)[nH]2)n1-c1ccc(F)cc1)N1CCCCC1	-1%	-20%	-1	-2%	9%	-9%	-9%	12%	-3%
Cc1ccc(C(=O)N2CC(=O)Nc3ccc(F)cc3C2c2ccccc2)cc1[N+](=O)[O-] (stereo not given)	-2%	2%	-6	2%	i	-10%	-18%	-19%	-5%
COc1ccc(CC(=O)Nc2cc3oc4ccccc4c3cc2OC)cc1	5%	-21%	4	1%	5%	-16%	?	-5%	-1%

# Random excerpt: two entries already listed.
SMILES	Apoferritin bind	Pol beta inh	RXFP1 antagonist	APE1 inh	Tb PGK inh	Pol kappa inh	Pol eta inh	POLI inh	BLM inh
NC(=O)CSc1nc2sc(-c3ccccc3)cc2c(=O)n1N	-6%	0%	·	-2%	-1%	-15%	-9%	3%	-3%
Cc1ccc(C(=O)N2CC(=O)Nc3ccc(F)cc3C2c2ccccc2)cc1[N+](=O)[O-] (stereo not given)	-2%	2%	-6	2%	i	-10%	-18%	-19%	-5%

# (listing goes on)
SMILES	Apoferritin bind	Pol beta inh	RXFP1 antagonist	APE1 inh	Tb PGK inh	Pol kappa inh	Pol eta inh	POLI inh	BLM inh
CC(=O)Nc1ccc(S(=O)(=O)NC2(C(F)(F)F)C(=O)Nc3c2c(=O)[nH]c(=O)n3-c2cccc(Cl)c2)cc1 (stereo not given)	4%	45%	3	·	6%	-2%	-5%	-29%	-8%
COC(=O)CN1C(=O)COc2ccc(S(=O)(=O)N3CCCC3)cc21	0%	1%	15	3%	-13%	4%	-16%	5%	-1%
COC(=O)c1c(C)[nH]c(C(=O)C(C)OC(=O)c2c(C)noc2C)c1C (stereo not given)	·	·	-3	10%	-4%	-18%	-8%	-16%	·
O=C(C1COc2ccccc2O1)N1CCN(c2ccccc2O)CC1 (stereo not given)	·	·	3	14%	i	-9%	-27%	31%	·
CC(C)C[C@H]1CN=C(Nc2ccccc2)N1CCCC1CCCCC1	-17%	9%	·	-5%	-4%	-7%	?	6%	-1%
CCCCCCNC(=O)c1c(O)c2cccc3c2n(c1=O)CCC3	-5%	0%	0	?	-2%	-5%	-7%	7%	-3%
CCCCn1[nH]c(-c2ccccc2)cc1=O	-5%	24%	-10	4%	1%	-7%	2%	-19%	1%
COc1cccc(OCc2cc(C(=O)N(C)C3CCOCC3)no2)c1	2%	15%	-14	-3%	3%	-19%	-12%	-10%	-1%
O=C1C(c2ccc(F)cc2)N(CCc2ccc(Cl)cc2)C(=O)CN1C1CCCCC1 (stereo not given)	0%	20%	-7	·	-3%	-2%[60.1 µM]	13%	10%	0%
COc1ccc(CCN2CC(C#N)=C3c4cc(OC)c(OC)cc4CCN3C2)cc1OC	-12%	10%	-2	0%	-2%	?	-20%	?	-1%
CCn1nc(C)c(NC(=O)/C=C/c2cnn(C)c2)c1C	-2%	2%	-3	-4%	-1%	-1%	-13%	12%	-3%
Cc1nc2ccccc2c(=O)n1/N=C/c1cn(-c2ccccc2)nc1-c1cccs1	-19%	24%	4	3%	-15%	-6%	3%	2%	1%
O=C(NCc1ccco1)C1CN(S(=O)(=O)c2ccccc2)CCN1S(=O)(=O)c1ccccc1 (stereo not given)	-9%	-1%	-11	-6%	-2%	2%	5%	?	1%
Cc1nc(N2CCOCC2)c2c(C)c(C(=O)Nc3ccccc3Cl)sc2n1	-5%	-6%	4	12%	i	4%	-13%	28%	-13%
CCCOC(=O)C1[C@H]2C(=O)N(CCCOC)C[C@]23C=C[C@H]1O3 (stereo not given in full)	-6%	?	4	0%	i	-8%	3%	-6%	-1%
Cc1cccc(OCCn2c(SCC(=O)O)nc3ccccc32)c1	7%	6%	·	·	-4%	-15%[60.1 µM]	5%	?	1%
COc1ccc(NC(=S)NNC(=O)c2ccc(S(=O)(=O)N3CCOCC3)cc2)cc1	-24%	12%	-6	0%	-2%	-6%	-8%	-20%	0%
O=C1/C(=C/c2ccccn2)SC(=S)N1c1cccc(O)c1	-14%	5%	-3	-1%	-5%	-8%	-7%	22%	0%
CC(C)C[C@@H](CN1CCCC1CN1C(=S)NC[C@@H]1Cc1ccc(O)cc1)N1C[C@H](Cc2ccccc2)N(CC2CCCCC2)C1=S (stereo not given in full)	·	·	·	·	-14%	-5%	-6%	29%	·
Cc1ccc(NC(=O)C2(C)Cc3ccccc3C(=O)O2)c(C)c1 (stereo not given)	-8%	10%	·	·	1%	4%	-9%	36%[activator]	2%
COc1cc(C(=O)Nc2ccc(Cl)c(C(F)(F)F)c2)cc(OC)c1OC	-7%	2%	-16	-1%	-6%	-3%	-19%	-19%	-2%
CC(C)Oc1ccccc1-c1nc(SCC(=O)O)n[nH]1	-7%	7%	1	-2%	-2%	-21%	7%	3%	-2%
CCOc1ccc(-n2c(=O)c3sccc3n(Cc3ccc(C)cc3)c2=O)cc1	-6%	34%[activator]	3	13%	3%	3%	-1%	17%	-3%
O=c1c2sc(-c3ccccc3)cc2nc2n1CCCCC2	-19%	0%	-22	-7%	2%	-3%	-23%	57%[activator]	-7%
Fc1ccc(NC(=S)NCCc2ccc(Cl)cc2)cc1	-22%	-4%	11	7%	-7%	-14%	-15%	0%	-12%
Cc1nn(C)cc1C(C(=O)NC1CCCCC1)N(C(=O)Cn1nnc2ccccc21)c1ccc(F)cc1 (stereo not given)	-4%	0%	27	22%	·	-10%	-3%	-3%	-4%
Cc1nnc(SCc2cc(=O)c3cc(F)ccc3[nH]2)n1C	-2%	1%	1	·	-9%	-8%[60.1 µM]	-12%	9%	-1%

# Part of the list above in order of formula weight, highest first:
SMILES	Apoferritin bind	Pol beta inh	RXFP1 antagonist	APE1 inh	Tb PGK inh	Pol kappa inh	Pol eta inh	POLI inh	BLM inh
Cc1nn(C)cc1C(C(=O)NC1CCCCC1)N(C(=O)Cn1nnc2ccccc21)c1ccc(F)cc1 (stereo not given)	-4%	0%	27	22%	·	-10%	-3%	-3%	-4%
O=C(NCc1ccco1)C1CN(S(=O)(=O)c2ccccc2)CCN1S(=O)(=O)c1ccccc1 (stereo not given)	-9%	-1%	-11	-6%	-2%	2%	5%	?	1%
Fc1ccc(NC(=S)NCCc2ccc(Cl)cc2)cc1	-22%	-4%	11	7%	-7%	-14%	-15%	0%	-12%

# Screening results from PubChem BioAssay.
